# Bioassay records deposited in PubChem by Vanderbilt High Throughput Screening Facility.
# Cav32 inh: inhibitors of human Cav3.2 T-type calcium channel; B-score at 10 µM; hit rate 4% among 100,000; AID 449739; O95180; Cav3.2-expressing cells, Fluo-4 calcium fluorescence FDSS; stronger effect = lower value;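 active = single-dose well whose peak fluorescence ratio is a statistical outlier from its plate by either plate-standardised score or position-corrected B-score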
# Target sequence (O95180 whole entry, looked up): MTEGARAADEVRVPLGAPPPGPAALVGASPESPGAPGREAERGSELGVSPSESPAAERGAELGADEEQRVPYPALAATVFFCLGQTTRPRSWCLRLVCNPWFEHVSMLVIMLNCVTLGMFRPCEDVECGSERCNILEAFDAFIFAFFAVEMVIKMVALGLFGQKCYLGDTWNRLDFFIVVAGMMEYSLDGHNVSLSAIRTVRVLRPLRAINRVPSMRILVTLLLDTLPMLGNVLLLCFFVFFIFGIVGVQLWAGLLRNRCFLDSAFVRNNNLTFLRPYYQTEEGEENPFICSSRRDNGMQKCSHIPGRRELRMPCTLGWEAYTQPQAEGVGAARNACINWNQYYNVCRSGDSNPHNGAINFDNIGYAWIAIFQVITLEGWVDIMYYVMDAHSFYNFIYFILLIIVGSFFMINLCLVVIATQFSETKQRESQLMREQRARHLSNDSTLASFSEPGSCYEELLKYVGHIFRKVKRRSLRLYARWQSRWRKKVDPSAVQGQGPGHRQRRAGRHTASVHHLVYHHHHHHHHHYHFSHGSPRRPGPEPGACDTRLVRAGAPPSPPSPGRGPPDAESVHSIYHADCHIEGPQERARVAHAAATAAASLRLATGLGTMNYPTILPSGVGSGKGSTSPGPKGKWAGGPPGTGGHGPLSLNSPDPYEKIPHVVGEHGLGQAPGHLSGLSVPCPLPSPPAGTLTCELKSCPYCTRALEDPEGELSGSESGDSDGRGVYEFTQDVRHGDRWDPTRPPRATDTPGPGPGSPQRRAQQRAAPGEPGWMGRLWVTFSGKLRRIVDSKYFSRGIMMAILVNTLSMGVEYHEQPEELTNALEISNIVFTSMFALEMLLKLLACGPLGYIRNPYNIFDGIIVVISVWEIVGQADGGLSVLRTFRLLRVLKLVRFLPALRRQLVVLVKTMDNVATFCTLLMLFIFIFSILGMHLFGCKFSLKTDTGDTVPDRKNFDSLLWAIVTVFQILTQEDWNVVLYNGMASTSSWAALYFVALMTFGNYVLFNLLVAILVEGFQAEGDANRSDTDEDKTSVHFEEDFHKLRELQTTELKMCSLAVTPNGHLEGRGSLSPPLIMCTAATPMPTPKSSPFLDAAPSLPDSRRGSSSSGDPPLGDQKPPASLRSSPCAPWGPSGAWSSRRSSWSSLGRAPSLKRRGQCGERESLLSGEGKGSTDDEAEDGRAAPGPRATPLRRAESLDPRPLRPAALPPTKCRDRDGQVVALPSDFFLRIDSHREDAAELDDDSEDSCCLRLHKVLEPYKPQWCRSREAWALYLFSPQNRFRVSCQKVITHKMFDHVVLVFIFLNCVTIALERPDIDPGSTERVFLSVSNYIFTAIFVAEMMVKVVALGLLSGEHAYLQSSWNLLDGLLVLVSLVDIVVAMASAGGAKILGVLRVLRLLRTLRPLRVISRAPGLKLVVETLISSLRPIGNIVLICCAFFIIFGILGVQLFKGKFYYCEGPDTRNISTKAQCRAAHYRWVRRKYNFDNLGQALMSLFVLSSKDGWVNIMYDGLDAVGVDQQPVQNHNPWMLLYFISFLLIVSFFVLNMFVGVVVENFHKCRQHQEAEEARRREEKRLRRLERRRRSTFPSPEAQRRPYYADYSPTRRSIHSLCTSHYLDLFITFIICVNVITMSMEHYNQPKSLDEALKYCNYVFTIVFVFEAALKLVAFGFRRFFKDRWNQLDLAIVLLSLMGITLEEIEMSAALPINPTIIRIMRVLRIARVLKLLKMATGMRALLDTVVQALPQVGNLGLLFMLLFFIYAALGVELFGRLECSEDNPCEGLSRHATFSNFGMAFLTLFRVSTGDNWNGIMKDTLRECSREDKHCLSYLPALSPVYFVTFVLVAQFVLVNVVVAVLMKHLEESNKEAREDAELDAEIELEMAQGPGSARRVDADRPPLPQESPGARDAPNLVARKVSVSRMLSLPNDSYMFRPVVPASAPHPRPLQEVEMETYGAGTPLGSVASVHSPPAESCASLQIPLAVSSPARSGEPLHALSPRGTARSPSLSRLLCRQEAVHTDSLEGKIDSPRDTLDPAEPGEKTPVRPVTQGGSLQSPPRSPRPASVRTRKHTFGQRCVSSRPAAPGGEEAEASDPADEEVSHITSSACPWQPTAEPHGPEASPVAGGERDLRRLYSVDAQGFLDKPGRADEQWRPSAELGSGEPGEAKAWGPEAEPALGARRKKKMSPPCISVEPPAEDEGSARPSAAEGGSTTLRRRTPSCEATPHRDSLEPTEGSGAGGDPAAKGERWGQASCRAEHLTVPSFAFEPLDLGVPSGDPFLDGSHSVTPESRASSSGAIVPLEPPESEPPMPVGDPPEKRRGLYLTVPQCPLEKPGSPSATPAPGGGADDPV
# The depositor's hits bear a star. A portion of the library. The share of hits here may be higher or lower than overall.
mol,Cav32 inh
CN(C)c1ccc(N2C(=O)CC(Nc3ccc(N4CCOCC4)cc3)C2=O)cc1 (stereo unspecified),0.75
CC[N+](C)(C)CCN(Cc1ccc(Cl)cc1)c1ccccn1,-0.029
COc1ccc(/C=N/NC(=O)c2nc(-c3ccccc3)cc(-c3ccccc3)n2)cc1,-7.2*
Cc1ccc(S(=O)(=O)NC(=O)COc2ccccc2C)cc1,-0.28
CCCNC(=O)COC(=O)c1ccc(Cl)c(S(=O)(=O)N2CCCC2)c1,1.1
COc1ccc(NC(=O)c2ccc(S(=O)(=O)N(C)C)cc2)cc1OC,-1.1
Cc1cc(C(=O)OCC(=O)c2ccc3c(c2)OCCO3)c(C)o1,-0.63
Cc1ccc(S(=O)(=O)NCCC(=O)Nc2nnc(C3CC3)s2)cc1C,-2.6
NC(=O)CC(NC(=O)Cc1cccc2ccccc12)c1ccc(N2CCc3ccccc3C2)c([N+](=O)[O-])c1 (stereo unspecified),-0.72
COc1ccccc1CN1C(=O)C2CC=CCC2C1=O (stereo unspecified),-0.039
NC(=O)CC(NC(=O)Cc1cccc2ccccc12)c1ccc(NCc2ccc(F)c(F)c2)c([N+](=O)[O-])c1 (stereo unspecified),0.29
COCCn1c(-c2ccc(OC(F)(F)C(F)C(F)(F)F)cc2)nc2c1c(=O)[nH]c(=O)n2CC(C)C (stereo unspecified),-0.49
Cc1ccc(C2CC(=O)NC(SCC(=O)Nc3nccs3)=C2C#N)cc1 (stereo unspecified),-2.1
CCOC(=O)c1ccc(NC(=O)C2CCN(C(=O)c3ccc(OC)c(OC)c3)CC2)cc1,0.41
NC(=O)CSc1nnc(Cn2c(=O)sc3ccccc32)n1-c1ccccc1,0.18

# Six compounds drawn at random from the list so far:
mol,Cav32 inh
NC(=O)CC(NC(=O)Cc1cccc2ccccc12)c1ccc(NCc2ccc(F)c(F)c2)c([N+](=O)[O-])c1 (stereo unspecified),0.29
CC[N+](C)(C)CCN(Cc1ccc(Cl)cc1)c1ccccn1,-0.029
COCCn1c(-c2ccc(OC(F)(F)C(F)C(F)(F)F)cc2)nc2c1c(=O)[nH]c(=O)n2CC(C)C (stereo unspecified),-0.49
COc1ccc(/C=N/NC(=O)c2nc(-c3ccccc3)cc(-c3ccccc3)n2)cc1,-7.2*
Cc1ccc(S(=O)(=O)NC(=O)COc2ccccc2C)cc1,-0.28
NC(=O)CC(NC(=O)Cc1cccc2ccccc12)c1ccc(N2CCc3ccccc3C2)c([N+](=O)[O-])c1 (stereo unspecified),-0.72

# Next compounds:
mol,Cav32 inh
CC(C)CCNC(=O)CN(CCN1CCOCC1)C(=O)Cn1nnc(-c2ccc(F)cc2)n1,0.26
COc1ccccc1N1CCN(C(=O)CSc2nnc(NC(=O)C3CCC3)s2)CC1,0.89
COc1ccc(Nc2nc(N)nc(CSCCO)n2)cc1,0.82
Cc1ccc(C(c2sc3nc(C)nn3c2O)N2CCOCC2)cc1 (stereo unspecified),-0.86
Cc1c(Cl)c([N+](=O)[O-])nn1CC(=O)Nc1c(C)n(C)n(-c2ccccc2)c1=O,-0.043
Cc1cc(OC(=O)CNC(=O)OC(C)(C)C)c2c(C)cc(=O)oc2c1,0.43
COc1ccc(C2SCC(C(=O)O)N2C(C)=O)cc1OC (stereo unspecified),-0.46
CC(C)c1ccc(C(CC(=O)c2ccc(Cl)cc2)C(=O)O)cc1 (stereo unspecified),-3.5
CC(=O)N1CCc2cc(C(=O)CN3CCCN(Cc4ccc(F)cc4)C3)ccc21,0.63
Nc1nc(C2CCCN2S(=O)(=O)c2ccc(Cl)cc2)cs1 (stereo unspecified),-0.29
Cc1cc(NC(=O)c2cc(-c3ccc4c(c3)OCO4)on2)n(-c2ccccc2)n1,0.0011
CCCN(CCC)S(=O)(=O)c1ccc(C(=O)N2CCOCC2)cc1,0.32
CCc1ccc(/C(C)=N\Nc2ccc([N+](=O)[O-])cc2)cc1,0.18
Cc1nn(CC(=O)O)c(=O)c2ccccc12,0.54
C/C(=N\NC(=O)c1ccc(Cl)c(Cl)c1)c1cccc(NC(=O)C(C)C)c1,-7.1*

# (listing goes on)
mol,Cav32 inh
O=C(CC(NC(=O)c1ccccc1Cl)c1ccccc1)Nc1ccc2c(c1)OCO2 (stereo unspecified),-1.2
Cc1ccc(-c2n[nH]c(=S)n2C)cc1,-0.41
Cc1ccc(-c2ccc(/C=N\NC(=O)C3C(=O)NCC3c3ccccc3)o2)cc1Cl (stereo unspecified),-3
Cc1ccc(-c2nnn(CC(=O)N(c3ccccc3F)C(C(=O)NCC3CCCO3)c3c[nH]c4ccccc34)n2)cc1 (stereo unspecified),-7.1*
O=C(Nc1ccc(Br)cc1Cl)Nn1cnnc1,1.5
COc1ccc(C(=O)CSc2nnc(C3CC3)n2N)cc1,-2.2
Cc1ccc(C2C(=O)N(C3CCC(C)CC3)CC(=O)N2C2CCCC2)cc1 (stereo unspecified),-1.2
CCOC(=O)C1CCCN(CC(=O)Nc2c(C(=O)OC)[nH]c3ccc(Cl)cc23)C1 (stereo unspecified),-2.4
CC(=O)N1[C@H](Cc2ccccc2)C=C[C@]1(C)C(=O)NCCc1c[nH]c2ccccc12,-0.082
O=C(OCC(=O)N1N=C(c2ccc(Cl)cc2)CC1c1ccco1)c1ccccc1O (stereo unspecified),-4.7*
CCNC(=O)NC(=O)C(C)OC(=O)c1oc2ccc(OC)cc2c1C (stereo unspecified),0.035
Cc1ccc(C(=O)Nc2nc(C(C)(C)C)cs2)s1,-4.8
CC1(C)CNC(=O)c2sc(NC(=O)CN3CCOCC3)nc2C1,-0.88
CCCCC1=CC2=C(c3ccco3)C(=O)C(C)(OC(=O)c3ccc(OC)cc3)C(=O)C2=CN1Cc1ccco1 (stereo unspecified),-2.8
CCCCN1C(=O)CCC(C(=O)O)C1c1ccccc1 (stereo unspecified),-0.087

# Remaining list, next part
mol,Cav32 inh
COc1cc2c(OC(C)=O)c3c(c(-c4ccc5c(c4)OCO5)c2cc1OC)C(=O)OC3,1.1
COCCCNCCCOc1ccc(Cl)cc1Br,-0.0043
COc1ccc(C)cc1NC(=O)CN1C(=O)c2ccccc2S1(=O)=O,1.1
O=C(Nc1ccccc1)NC1CS(=O)(=O)CC1O (stereo unspecified),0.1
COC(=O)[C@H]1C2CCC(C(=O)OC)(CC2)[C@H]1C(=O)OC,0.76
CCOC(=O)c1ccc(-n2c(N)c(C(=O)NCC3CCCO3)sc2=S)cc1 (stereo unspecified),-0.41
CC(C)CC1(C(=O)NCc2cc(F)cc(C(F)(F)F)c2)C=CCN1C(=O)c1ccccc1 (stereo unspecified),-1.4
C=CCNC(=S)NNC(=O)C(CCC(C)C)CC(C)(C)O (stereo unspecified),0.44
Cc1cc(-n2c(C)cc(C(=O)CN3C(=O)NC4(CCCCC4)C3=O)c2C)no1,0.033
Brc1ccc(-c2csc(/N=C/N3CCOCC3)n2)cc1,0.032
Cc1ccc(CSc2nnc(CS(=O)Cc3ccc(Cl)cc3Cl)n2C)cc1 (stereo unspecified),-3.1
CC1(c2nnc(-c3cccc(Cl)c3)o2)CC(c2ccc(Br)cc2)=NO1 (stereo unspecified),-0.75
OCCNCCCOc1ccc(Cl)cc1Br,0.84
CC(C)CCNC(=O)NC(=O)COc1c(F)c(F)cc(F)c1F,-1.1
O=C1OC(c2ccc(O)cc2)(c2ccc(O)cc2)c2ccccc21,-0.82

# Continued:
mol,Cav32 inh
COc1ccc(C2C(C(C)=O)=C(O)C(=O)N2CCc2ccccc2)c(OC)c1 (stereo unspecified),0.057
CCOC(=O)c1sc(=S)sc1SCc1cccc(C(F)(F)F)c1,-1.7
Cn1c(-c2ccc(F)cc2)cnc1NCc1ccc(F)cc1,-0.35
COc1ccccc1Cc1noc(C(C)(C)NC(=O)c2ccccc2)n1,-0.062
Cc1ccccc1NC(=O)CSc1nc2ccccc2o1,0.28
CC(=NCC1CCNCC1)C1=C(O)CC(C)(C)CC1=O,0.75
O=C(Cn1ncc2ccccc21)N1CCN(c2cccc(C(F)(F)F)c2)CC1,-1.6
O=C(CC(c1ccccc1)(c1ccccc1)c1ccccc1)N[C@@H](Cc1ccccc1)C(=O)O,-0.96
Cc1nonc1OCC(C)(COc1nonc1C)NC(=O)c1ccccc1,-0.48
O=C(COc1ccccc1N1C(=O)c2ccccc2C1=O)c1ccc(Cl)cc1,0.02
COc1ccc(NC(=O)c2cccnc2N2CCCC2)cc1,-0.054
Brc1ccc(-c2cn3c(n2)CCc2ccc4cccnc4c2-3)cc1,0.082
CC(C(=O)N1CCOCC1)N1c2cccc3cccc(c23)S1(=O)=O (stereo unspecified),0.039
CN(C)c1cc2c(c(N(C)C)c1)C(=O)c1ccccc1C2=O,-1.5
COC(=O)C(O)(CC(=O)Nc1ccc(OC(F)(F)F)cc1)C(F)(F)F (stereo unspecified),0.92

# (listing goes on)
mol,Cav32 inh
CCSc1nnc(NC(=O)CSc2ncccn2)s1,0.3
CC1CCCC(NC(=O)CSc2nnnn2C)C1C (stereo unspecified),-4.7*
CCCCCc1ccc(-c2ccc(C(=O)O)cc2)nc1,0.00056
O=C(NCc1ccco1)C(c1ccco1)N(C(=O)Cn1nnc2ccccc21)c1ccc2c(c1)CCC2 (stereo unspecified),-4.3*
CCc1ccc(S(=O)(=O)NCc2cn3c(C)csc3n2)s1,0.29
COCCN(C(=O)CN1CCc2ccccc2C1)c1c(N)n(Cc2ccccc2)c(=O)[nH]c1=O,0.037
CC(NC(=O)C1CCC1)c1ccccc1 (stereo unspecified),0.13
O=C(c1ccc(F)cc1)N1CCN(C2CC3CCC2C3)CC1 (stereo unspecified),0.22
O=C(c1oc2ccccc2c1CSCc1ccccc1)N1CCN(c2ncccn2)CC1,-4.1
O=C(Cn1c(SCC(=O)N2CCc3ccccc3C2)nc2ccccc21)NC1CCCC1,1.9
c1ccc(-c2ccc(OCCCn3cncn3)cc2)cc1,-0.88
Cc1cc(N2CCN(c3ccccc3)CC2)nc(NCc2ccccc2)n1,-0.015
CCOC(=O)c1sc2ncn(/N=C/c3cccnc3)c(=O)c2c1C,1.1
COc1cccc(C2=NO[C@@H]3C(=O)N(Cc4ccccc4)C(=O)[C@H]23)c1OC,-0.43
OC(C#CCN1CCCCC1)c1ccccc1 (stereo unspecified),0.87

# Nothing new here: four of the compounds above.
mol,Cav32 inh
CCSc1nnc(NC(=O)CSc2ncccn2)s1,0.3
CC1CCCC(NC(=O)CSc2nnnn2C)C1C (stereo unspecified),-4.7*
CCCCCc1ccc(-c2ccc(C(=O)O)cc2)nc1,0.00056
O=C(NCc1ccco1)C(c1ccco1)N(C(=O)Cn1nnc2ccccc21)c1ccc2c(c1)CCC2 (stereo unspecified),-4.3*

# Additional results follow:
mol,Cav32 inh
O=C(CCSc1nc(-c2ccco2)cc(C(F)(F)F)n1)Nc1ccc2c(c1)OCO2,-5.7*
Oc1sc(C=Nc2ccc(F)cc2)c2ccccc12,-0.21
Cc1cccc(C)c1NC(=O)C1(N(Cc2ccco2)C(=O)CC2NC(=O)NC2=O)CCCC1 (stereo unspecified),-0.64
Cc1ccc(-c2noc(CCC(=O)NCCCN3CCN(c4ccc(F)cc4)CC3)n2)cc1,-1.4
COc1ccc(C(=O)/C=C/NCc2ccc(C)cc2)cc1,-2.1
Cc1cc(NC(=O)c2cncc(Br)c2)no1,0.17
CC(C)OC(=O)CC1=NC(=O)CS1,0.18
C=CCSc1nc2ccccc2n1S(=O)(=O)c1ccc(Cl)cc1,0.18
O=C(O)C1CC=CCC1C(=O)NCCc1cccc(Cl)c1 (stereo unspecified),-0.26
CCCC(=O)NCCCCNC(=O)CCC,-0.35
CCOCc1nc(N)[nH]c(=O)c1Cc1ccc(OC(C)C)cc1,-0.0036
Cn1nc(-c2ccc(C(=O)N3CCN(CCO)CC3)cc2)c2ccccc2c1=O,0.62
COC(=O)c1ccc(Cn2cnc3c(sc4nc(N5CCOCC5)c5c(c43)CCCC5)c2=O)o1,-2.1
CCc1ccc(NC(=O)CS(=O)CC(=O)NCC2OCCc3ccccc32)cc1 (stereo unspecified),-1.2
Cc1cccc2cc(C(c3nnnn3Cc3ccccc3)N3CCN(c4ccccc4)CC3)c(=O)[nH]c12 (stereo unspecified),-4

# More records:
mol,Cav32 inh
Cc1ccc(-n2nc3c(n2)/C(=N/O)CC/C3=N\O)cc1,-0.19
COc1cccc(C(c2nnnn2Cc2ccc(F)cc2)N2CCC(C(N)=O)CC2)c1OC (stereo unspecified),1.2
COc1ccc2nc3oc(C(=O)NCc4cccs4)cc3cc2c1,1.2
Cn1c(=O)c(=O)n(C)c2cc(S(=O)(=O)N3CCC(Cc4ccccc4)CC3)ccc21,0.41
CCOc1ccc(C(=O)NC2CCN(C(=O)N3CCCC3)CC2)cc1,1.4
Cc1ccc(C(=O)NCCn2cc(SCC(=O)Nc3nnc(C)s3)c3ccccc32)cc1,-1.5
CC(C)OC(=O)C(CC(=O)O)N1CCOCC1 (stereo unspecified),0.17
COc1cc(OC)cc(-c2nnc(SCC(=O)N3c4ccccc4Sc4ccccc43)o2)c1,-2.7
Cc1ccc(Nc2nc(N)nc(CSc3ncccn3)n2)cc1,0.64
CCCC1=C(C(=O)OCC)C(c2c(C)nn(-c3ccccc3)c2Cl)C(C#N)=C(N)O1 (stereo unspecified),-5*
CCOC(=O)Cc1csc(NC(=O)c2cnc3scc(C)n3c2=O)n1,-0.38
CCCCn1c(SCC(=O)N2c3ccccc3Sc3ccccc32)nc2c1c(=O)n(C)c(=O)n2C,-4.8*
C=CCn1c(C)cc(C(=O)CSc2nnc(-c3cccc(S(=O)(=O)N(CC)CC)c3)o2)c1C,-2
O=C1C2C(C(=O)N1CCc1ccccc1)C1C=CC2C12CC2 (stereo unspecified),0.44
Cc1[nH]c(=O)[nH]c(=O)c1S(=O)(=O)N1CCCC(C(=O)NCCc2ccccc2)C1 (stereo unspecified),0.48
CCOC(=O)c1c(C)n(C)c2ccc(OC)c(NC(=O)CN3CCN(C4CCCCC4)CC3)c12,0.39
COc1ccc(-c2[nH]c(-c3cccc(OC)c3)nc2SCC(=O)NCc2ccco2)cc1,-3.2
